Eya2 inh: qHTS Assay for Inhibitors of the Phosphatase Activity of Eya2. Protein phosphatase EYA2 (Homo sapiens), O00167. recombinant Eya2, OMFP fluorescence dephosphorylation (OMFP is methylfluorescein phosphate). Potency, µM (series often up to 76.9 µM), for inactives: at the highest dose activity, negative = inhibition, most hits filed as inhibitors. 330,000 tested, 0.006% active. AID 488837, 2010; note: potency is the fitted concentration of half-maximal effect; % is set by controls: 0 for no effect and ±100 for the full control effect
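Eya2 protein (added as 0.2 uM solution) was preincubated with compound for 10 min at ambient temperature in 50 mM HEPES pH 7.5, 50 mM NaCl, 5 uM MgCl2, 0.05% BSA, 1 mM DTT. OMFP (added at 50 uM) then reacted 10 min; fluorescence read at 485/525 nm.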
Integrin act MD: qHTS for Activators of Integrin-Mediated Alleviation for Muscular Dystrophy. 350,000 tested, 0.064% active. alpha7betagal myoblasts, beta-gal FDG fluorescence, 48 h. Potency, µM (highest dose often 38.3 µM), for the others: at the top dose activation, usual class: activators. AID 624291, 2012;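 note: potency is the fitted concentration of half-maximal effect; 100% = response of the positive control SU9516; nearly all actives have a fitted effect of over 60% in size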
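Alpha7betagal+/- myoblasts (passage 13) were plated 16-24 hr, then exposed to compounds (1:260 dilution of DMSO stock) for 48 hours at 37C. After MPER lysis, β-galactosidase reporter activity was read as FDG fluorescence (ex 480/em 540) after 30 minutes.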
TSG101-PTAP inh: qHTS Assay for Iinhibitors of HIV-1 Budding by Blocking the Interaction of PTAP/TSG101; 340,000 tested, under 10 active; Potency, µM (highest dose often 115 µM), inactives show at the top dose activity change, negative = inhibition, usual class: inhibitors; AID 493005, 2010; Fluorescence polarization, FITC-PTAP peptide / Tsg101 binding; Tumor susceptibility gene 101 protein (Homo sapiens), Q99816; active = well fitted inhibition curve with a large enough effect in the main read-out, with a control signal flat, not every such curve was filed as active; inconclusive = small, poorly fitted or top-dose-only effect, or effect the other way, or a change in a side signal; inactive = no such curve, though single readings can be large or run the other way; note: potency is the fitted concentration of half-maximal effect; % of control where 0% means no effect
Target sequence (Q99816 whole entry, looked up): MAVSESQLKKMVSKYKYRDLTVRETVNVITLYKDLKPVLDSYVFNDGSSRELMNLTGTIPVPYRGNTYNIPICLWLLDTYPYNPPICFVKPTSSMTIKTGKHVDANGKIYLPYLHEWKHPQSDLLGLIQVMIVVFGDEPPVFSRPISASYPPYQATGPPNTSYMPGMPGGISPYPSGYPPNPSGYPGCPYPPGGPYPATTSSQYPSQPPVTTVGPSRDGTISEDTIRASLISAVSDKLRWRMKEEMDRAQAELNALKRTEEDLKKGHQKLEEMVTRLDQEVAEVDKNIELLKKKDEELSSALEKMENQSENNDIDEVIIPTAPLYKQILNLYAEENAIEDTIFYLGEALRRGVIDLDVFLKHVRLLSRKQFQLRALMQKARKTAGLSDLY
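FP read-out: FITC-PTAP peptide, 50 nM final, binding Tsg101 binding domain, 10 uM final; 20 min, r.t.; 10 mM HEPES pH 7.5, 0.15 M NaCl, 0.01% Tween 20, 3 mM EDTA, 0.1 mM TCEP.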
AT treatment: qHTS Assay for Identifying a Potential Treatment of Ataxia-Telangiectasia. […] A-T fibroblasts, KAP-1 phosphorylation AlphaLISA; neocarzinostatin DNA damage 30 min before lysis. Potency, µM (titrated, usually from 57.5 µM), for inactives: at the top dose activation, hits mostly activators. 320,000 tested, 0.19% active. AID 485349, 2010; note: potency is the fitted concentration of half-maximal effect; % of control where 0% means no effect; nearly all actives have a fitted effect of over 45% in size
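hTERT-immortalized A-T patient fibroblasts ([…]), 500 cells/well in OPTI-MEM, 1% FBS, got compounds for 60 min, then NCS for 30 min at 37C. Lysates were then assayed for phospho-KAP-1 by AlphaLISA (anti-pKAP1 donor, anti-KAP1 acceptor beads), 6 hr at 25C.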
ASM inhibitor: Inhibitors of Secretory Acid Sphingomyelinase (S-ASM): qHTS; AID 504937, 2011; Potency, µM (doses to about 57.5 µM), without a hit: at the top dose activity change, negative = inhibition, actives largely listed as inhibitors; placental ASM, HMU-PC fluorogenic substrate, 60 min; 340,000 tested, 0.006% active; note: potency is the fitted concentration of half-maximal effect
Target sequence (P17405 47-631 limits assumed): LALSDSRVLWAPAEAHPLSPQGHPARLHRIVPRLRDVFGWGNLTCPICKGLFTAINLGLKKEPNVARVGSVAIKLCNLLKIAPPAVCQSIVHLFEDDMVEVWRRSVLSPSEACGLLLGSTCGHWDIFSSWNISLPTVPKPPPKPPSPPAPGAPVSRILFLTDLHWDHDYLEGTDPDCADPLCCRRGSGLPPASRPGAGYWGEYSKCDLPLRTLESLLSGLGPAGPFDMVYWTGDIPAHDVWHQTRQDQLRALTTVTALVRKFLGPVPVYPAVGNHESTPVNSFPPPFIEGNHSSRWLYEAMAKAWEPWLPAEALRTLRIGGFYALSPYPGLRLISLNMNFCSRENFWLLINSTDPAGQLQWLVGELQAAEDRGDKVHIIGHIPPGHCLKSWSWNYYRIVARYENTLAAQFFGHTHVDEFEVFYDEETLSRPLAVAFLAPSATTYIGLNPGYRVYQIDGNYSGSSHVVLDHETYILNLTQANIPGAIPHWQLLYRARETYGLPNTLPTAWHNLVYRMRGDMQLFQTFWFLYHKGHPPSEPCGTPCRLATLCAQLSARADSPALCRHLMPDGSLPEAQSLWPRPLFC
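qHTS format. ASM enzyme prepared from human placenta hydrolyses the fluorogenic substrate HMU-PC0 (9 uM final) over 60 min at 37 °C after a 10 min compound preincubation.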
TCR activator: Activators of T cell receptors: qHTS campaign; primary human leukocytes, anti-CD3, IL-2 HTRF, 48 h; Potency, µM (highest dose often 9.22 µM), for inactives: at the top dose activation of IL-2 secretion, hits mostly activators; 330,000 tested, under 10 active; AID 504894, 2011; note: % of control where 0% means no effect
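48 hr co-incubation of compounds, a-CD3 beads and primary human leukocytes; IL-2 quantified homogeneously by HTRF with anti-IL-2 K and d2 conjugates.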
Mito fusion yeast: qHTS Assay for Small Molecule Inhibitors of Mitochondrial Division or Activators of Mitochondrial Fusion | Potency, µM (highest dose often 46.1 µM), for inactives: at the highest dose growth rescue (activation), hits mostly activators | S. cerevisiae fusion-defective mutant growth rescue, CellTiterGlo 48 h | 320,000 tested, 0.23% active;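 note: potency is the fitted concentration of half-maximal effect; % of control where 0% means no effect; nearly all actives have a fitted effect of over 45% in size; temperature-sensitive fusion mutants such as fzo1-1 at 37 °C on non-fermentable ethanol glycerol medium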
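Read-out: ATP-based luminescence (CellTiterGlo, 10 min ambient) reporting growth of fusion-defective ts yeast after 48 hours at 37C on glycerol/ethanol YPEG medium in the presence of compound.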
Tb PFK inh: qHTS Assay to Find Inhibitors of T. brucei phosphofructokinase; ATP-dependent 6-phosphofructokinase (Trypanosoma brucei brucei), O15648; T. brucei PFK, ADP-Glo luminescence; Potency, µM (titrated, usually from 57.5 µM), inactives show top-dose activity, negative = inhibition, actives largely listed as inhibitors; 330,000 tested, 0.17% active; AID 485367, 2010;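 note: potency is the fitted concentration of half-maximal effect; 0% = uninhibited 1x PFK enzyme wells and -100% = no-enzyme wells; nearly all actives have a fitted effect of over 60% in size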
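1.25 nM PFK with 0.5 mM F6P and 0.1 mM ATP in 0.1 M TEA pH 8.0, 5 mM MgCl2, incubated 45 min at room temperature; ADP measured by ADP-Glo luminescence; compounds titrated up to 57 uM.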
Chronic BCR inh: qHTS Assay to Find Inhibitors of Chronic Active B-Cell Receptor Signaling; 340,000 tested, 0.05% active; AID 493014, 2011; ABC-DLBCL IkBa-CBG/CBR reporter, luminescence ratio, 4 h; Potency, µM (doses to about 46.1 µM), inactives show at the top dose ratio change, negative = lower green/red ratio, most hits filed as inhibitors; active = well fitted inhibition curve with a large enough effect in the signal ratio, with a control signal flat, not every such curve was filed as active; inconclusive = small, poorly fitted or top-dose-only effect, or effect the other way, or a change in a side signal; the % refers to the signal ratio;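 note: potency is the fitted concentration of half-maximal effect; plate controls were basal doxycycline-induced cells for no effect and cells given 10 µM MG132 for full effect; MG132 reads +100%, hits lower the ratio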
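TMD8 human ABC-DLBCL cells with doxycycline-inducible IκBα–green luciferase fusion and unfused red luciferase, in 0.5% FBS medium; compounds up to 46 uM, 4 h at 37C. Green/red luminescence ratio, filter-overlap corrected, fitted to concentration-response curves.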
ELG1 DNA repair: qHTS screen for small molecules that inhibit ELG1-dependent DNA repair in human embryonic kidney (HEK293T) cells expressing luciferase-tagged ELG1; HEK293T ELG1-luciferase reporter, luminescence, 16 h; DNA damage induced by 5-fluorouridine; Potency, µM (top dose mostly 46.1 µM), without a hit: at the highest dose activity change, negative = inhibition, usual class: inhibitors; 330,000 tested, 2.3% active; note: potency is the fitted concentration of half-maximal effect; % is set by controls: 0 for no effect and ±100 for the full control effect; nearly all actives have a fitted effect of over 55% in size
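Overnight (16 hr) co-exposure of 2,000 cells/well to 5-fluorouridine and compound at 37 °C preceded detection. Luciferase was quantified via ONE-Glo luminescence; loss of signal denotes inhibition.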
TSHR antagonist: Antagonists of the Thyroid Stimulating Hormone Receptor: HTS campaign | TSHR-expressing cells, TSH-stimulated cAMP HTRF, 2 h; stronger effect = lower value | AID 504810, 2011 | 330,000 tested, 0.2% active | activity change, negative = inhibition, % at 11.5 µM;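 active = activity change below a set negative limit, meaning inhibition stronger than a set level, cut at about -70% in these data; inconclusive = activity change between two set negative limits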; note: % is set by controls: 0 for no effect and ±100 for the full control effect
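Antagonism was scored as loss of TSH-driven cAMP in TSHR cells, stimulated with 4nM TSH (EC80) for 2 hours at 37 deg C and detected by homogeneous HTRF competition immunoassay.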
* marks the source's active call; other numbers are inactive results; u = inconclusive; x = not tested or not shown; [ ] = dose if it differs, or a comment. Unless noted, calls come from the whole dose curve; as a rule, active = well fitted curve in the direction sought with a large enough effect; inconclusive = small, poorly fitted or top-dose-only effect, or another doubt; inactive = no such curve, though single readings can be large; an effect the other way counts as inactive or inconclusive.

SMILES	Eya2 inh	Integrin act MD	TSG101-PTAP inh	AT treatment	ASM inhibitor	TCR activator	Mito fusion yeast	Tb PFK inh	Chronic BCR inh	ELG1 DNA repair	TSHR antagonist
CC(C)C(=O)N1CCN(c2ccccc2NC(=O)COc2ccc(C3CCCCC3)cc2)CC1	1%	20%	0%	-2%	-9%	6%	-1%	1%	0%	21µM*	17
COc1ccc(S(=O)(=O)N2CCOC23CCN(S(=O)(=O)c2cc(C)ccc2C)CC3)cc1	-24%	-12%	1%	-5%	4%	11%	-4%	-1%	4%	5%	x
O=c1oc(C2(O)CCCCC2)cc2ccc(-c3ccc4[nH]ccc4c3)cc12	0%	33%	x	-1%	2%	-6%	x	-5%	5%	u	-23
O=C(NCC1CCCC(CNC(=O)Nc2ccc(Cl)cn2)C1)Nc1ccc(Cl)cn1 (centres undefined)	-4%	-62%[inhibitor]	-1%	-1%	-19%	-2%	-10%	2%	13%	u	-4
O=C(CCNC(=O)c1ccc([N+](=O)[O-])cc1)Oc1ccc(F)c(F)c1	5%	0%	0%	23%	0%	-3%	x	u	u	-3%	x
CCOC(=O)CN(C(=O)CSc1nnnn1C)c1ccccc1	-1%	-6%	0%	2%	5%	1%	x	0%	1%	17%	-3
CC(C)CNC(=O)C1CCN(CC2CCCCC2)CC1	4%	-15%	1%	2%	-1%	-4%	-3%	0%	-6%	1%	1
COc1ccc(C(=O)Nc2ccccc2N2CCOCC2)cc1S(=O)(=O)N1CCOCC1	-18%	17%	-2%	-6%	9%	-5%	-4%	-1%	0%	-13%	1
COc1cc(CN2CCNC(=O)C2CC(=O)N2CCc3ccccc3C2)cc(OC)c1 (centres undefined)	-3%	-2%	-9%	-6%[11.5 µM]	5%	-5%	1%	1%	-3%	0%	-7
COc1ccc(-c2nn(-c3ccccc3)cc2CN(C)CCn2ccnc2C)c(F)c1	12%	0%	-1%	-25%	3%	4%	-4%	-10%	7%	-4%	8
CC(C)CNC(=O)NC(=O)COC(=O)c1cc([N+](=O)[O-])ccc1NCc1ccccc1Cl	-1%	x	x	3%	x	x	-3%	2%	5%	u	-10
O=C(NCCCO)c1cc2c([nH]c3ccccc32)c(-c2ccc(F)cc2)n1	11%	24%	-4%	-1%	80%[activator]	-1%	3%	-2%	u	18µM*	-4
COc1ccc(-c2cn3c(C)c(C(=O)Nc4cc(NC(C)=O)ccc4OC)sc3n2)cc1	-2%	10%	-1%	10%	106%	5%[46.1 µM]	1%	0%	u	13%	0
O=C(CCNS(=O)(=O)c1ccccc1)N1CCN(c2ccccc2)CC1	-3%	8%	-7%	-1%	4%	x	0%	-8%	1%	9%	1
S=C(NNC(=S)NC1CC2C=CC1C2)NC1CC2C=CC1C2 (centres undefined)	12%	-20%	-3%	1%	2%	-17%	-5%	-4%	-29%	0%	-8
Cn1c(=O)c([N+](=O)[O-])c(NCc2ccccc2Cl)c2ccccc21	2%	-2%	1%	-6%	-14%	-5%	12%	0%	1%	u	-4
Cc1ccc(-c2nc(N)sc2-c2ccccc2)cc1C	-17%	-20%	-4%	-3%	-12%	0%[46.1 µM]	27%	7%	-7%	-4%	-18
CCOc1ccc(-n2c(=O)c3sccc3n(CC(=O)NCC3CCCO3)c2=O)cc1 (centres undefined)	9%	-15%	-6%	1%	4%	8%	-2%	-1%	u	-4%	20
Cc1cc(Nc2ccc(Cl)cc2)nc(N2CCOCC2)n1	3%	40%	-5%	-35%	1%	7%	-11%	1%	-7%	-12%	-13
Cc1cc(C)c(S(=O)(=O)NCC2CCC(C(=O)NCCCN3CCC(C)CC3)CC2)c(C)c1 (centres undefined)	-1%	0%	-2%	4%	1%	-4%	9%	-7%	0%	u	-10
COCCNC(=O)CSc1cc(=O)n(C)c2cc(Cl)ccc12	-2%	-8%	-6%	-4%	7%	3%	4%	3%	8%	u	3
COc1ccc(C)cc1NC(=O)c1cc2ccccc2o1	6%	-12%	-4%	-2%	0%	-7%	2%	-3%	u	u	-23
O=C(CN1C(=O)COc2ccc(S(=O)(=O)N3CCCC3)cc21)NCc1ccccn1	8%	22%	-2%	-1%	4%	-3%	3%	1%	2%	0%	8
COc1ccc(/C(O)=C2/C(=O)C(=O)N(c3ccccn3)C2c2ccc(C(C)C)cc2)cc1 (centres undefined)	u	6%	-3%	-3%	3%	4%	-1%	-9%	-7%	-8%	-6
O=C(CSc1n[nH]c(-c2ccccc2)n1)Nc1ncc(Br)cc1Br	-20%	-32%	-4%	0%	-2%	8%	2%	-1%	8%	-19%	-6
Cc1noc(C)c1COc1ccc2ccc(=O)oc2c1	-4%	-1%	-1%	4%	20%	-1%	-4%	5%	-6%	26%	7
CCC(=O)Nc1cccc(C2=NOC3(C2)C[C@@H](C(N)=O)N(C(=O)c2ccc(OC)cc2)C3)c1 (some centres undefined)	4%	9%	-17%	10%	-1%	2%	-6%	-9%	-5%	2%	8
CCCCCOc1ccc(C(=O)OC(C)C(=O)NCc2ccco2)cc1 (centres undefined)	-14%	5%	-1%	10%	-6%	-2%	-7%	2%	2%	24%	-5
NS(=O)(=O)c1ccc(NCc2ccccc2OCc2ccc(F)cc2)cc1	-10%	-5%	-4%	5%	-3%	3%	-2%	1%	-11%	u	-20
O=C1OCCN1C(=O)[C@H]1[C@H](c2ccc(Cl)cc2)C(c2cccc(Cl)c2)=NN1c1ccccc1	-4%	11%	1%	35µM*	x	-8%	9%	-1%	11%	-3%	10
Cc1ccccc1OCC(=O)OCC(=O)Nc1ccc(N2CCOCC2)cc1	-4%	-7%	-3%	-4%	5%	1%	-1%	-9%	-6%	23%	18
COc1ccc(-c2cc(C(=O)c3c(N)n(C)c(=O)n(C)c3=O)c3ccccc3n2)cc1	1%	14%	0%	0%	-1%	7%	-2%	17%	-9%	u	1
COCCOC(=O)c1c(NC(=O)CN(C)c2ccccc2)sc(C(N)=O)c1C	-3%	u	0%	-1%	6%	-5%	13%	3%	4%	u	-13
CCOc1ccc(S(=O)(=O)N/N=C(\C)Cc2ccc(OC)cc2)cc1	7%	12%	-2%	9%	-3%	5%	-7%	0%	0%	3%	7
CCc1cccc(CC)c1NC(=O)C1CSC2(C)CCC(=O)N12 (centres undefined)	3%	-31%	-1%	14%	0%	-1%	4%	-8%	-1%	0%	9
CCOC(=O)Cc1csc(SCC(=O)NC2CCCC2)n1	-2%	-2%	0%	14%	3%	-3%	9%	3%	0%	-6%	-7
CCNS(=O)(=O)c1cc(Br)ccc1OC	4%	-23%	-10%	0%	2%	3%	-2%	-2%	4%	2%	6
O=C(CSc1nc2ccccc2s1)Nc1cc(S(=O)(=O)N2CCOCC2)ccc1O	-4%	-11%	0%	3%	u	-6%[46.1 µM]	8%	0%	9%	u	30
O=C(NCC1CCCO1)c1cn(Cc2ccccc2)nc1-c1ccccc1 (centres undefined)	-3%	-30%	1%	1%	-1%	-3%	-3%	-1%	0%	1%	-2
N#Cc1ccccc1OCC(=O)C1CC1	-1%	0%	-5%	-7%	1%	9%	-4%	4%	-6%	13%	4
